Screens from PubChem.
mcGAS RapidFire – inhibitors of mouse cGAS; Q8C6L5; recombinant mouse cGAS, cGAMP by RapidFire MS; inhibition, % at 12.5 µM; 130,000 tested, 0.18% active;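 active = inhibition of cGAS enzyme activity at or above 60%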;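 also: enzyme stimulated by 45 bp dsDNA with ATP and GTP substrates; cGAMP share of summed cGAMP plus half ATP and half GTP signals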
Target sequence (Q8C6L5 whole entry, looked up): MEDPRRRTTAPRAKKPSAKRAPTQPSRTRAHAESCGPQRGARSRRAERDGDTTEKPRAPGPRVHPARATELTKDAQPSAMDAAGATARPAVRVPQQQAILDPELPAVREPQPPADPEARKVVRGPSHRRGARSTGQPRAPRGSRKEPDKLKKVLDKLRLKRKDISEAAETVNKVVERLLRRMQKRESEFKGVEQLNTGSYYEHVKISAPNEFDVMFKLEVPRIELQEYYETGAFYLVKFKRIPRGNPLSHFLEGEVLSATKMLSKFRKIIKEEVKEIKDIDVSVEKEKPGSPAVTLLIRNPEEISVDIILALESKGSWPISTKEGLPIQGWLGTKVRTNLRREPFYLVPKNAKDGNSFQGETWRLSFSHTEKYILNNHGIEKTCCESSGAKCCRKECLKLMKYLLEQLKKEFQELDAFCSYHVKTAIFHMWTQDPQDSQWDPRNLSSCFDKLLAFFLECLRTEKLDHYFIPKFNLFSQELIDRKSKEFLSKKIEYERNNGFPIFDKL
Numbers without * were called inactive; & = joins results of further samples. This is a subset. The share of hits here may be higher or lower than overall.

Compound	mcGAS RapidFire
NCC1CCC(C(=O)Oc2ccc(CCC(=O)O)cc2)CC1 (configuration not stated)	14
O=C(c1cc2cn(CCc3cccc(Cl)c3)cc2cn1)N1CCCOCC1	-2
Cc1nc(SCC(=O)Nc2sc3c(c2C#N)CCC3)c2c(C)c(C)sc2n1	-3
O=C(NC(c1ccco1)C(F)(F)F)c1coc(Cn2cnc3ccccc32)n1 (configuration not stated)	-4
Cc1ccc(-n2nc(C)c(C(=O)N3CCOCC3C)n2)c(C)c1 (configuration not stated)	1
COCCN1C(=O)c2ccccc2[C@H](C(=O)N2CCN(C(=O)Cc3ccccc3)CC2)[C@@H]1c1cccnc1	-8
CCC(=O)N1CC23C=CC(CC2CC12CCCCC2)O3 (configuration not stated)	-14
O=C(CCCN1CCN(c2ccccn2)CC1)c1ccc(F)cc1	-17&3
O=S(=O)(Nc1cccc(S(=O)(=O)N2CCCC2)c1)c1ccccc1F	-5
COc1cc(Cl)c(C)cc1NC(=O)CSc1nccnc1N1CCN(c2ccccc2)CC1	-6
COc1cccc(C(C)N(C)Cc2nc(-c3ccc(F)c(OC)c3)oc2C)c1 (configuration not stated)	-4
CN(Cc1cccs1)C(=O)c1cc2c(cc1O)CCCC2	-7
FC(F)(F)c1cc(-c2ccco2)nc(NCC2CCCO2)n1 (configuration not stated)	12
NC(=O)C1Cc2ccccc2CN1Cc1ncccc1C(=O)O (configuration not stated)	-9
CN(C)C(=O)COc1cccc(C(=O)N2CCC3C(CCCN3C3CC3)C2)c1 (configuration not stated)	-4
Cc1cnn(CCC(=O)NC2CCc3c(O)cccc32)c1 (configuration not stated)	-4
COC(=O)c1sc(N)c(C(=O)OC)c1COC(=O)CCc1c(C)noc1C	0
Cc1ccc(S(=O)(=O)NC(=O)c2c(C)cc3n2CCn2c(C)ccc2-3)cc1	6
CCc1ccc2nc(C(C#N)=C3NS(=O)(=O)c4ccccc43)[nH]c(=O)c2c1	-5
CNCC(=O)Nc1c(C)n[nH]c1C	-2
CCSCC(C)NCc1cccc(-n2cccn2)c1 (configuration not stated)	-13
O=C1CCCN1c1ccc(Cn2cccc(S(=O)(=O)N3CCCC3)c2=O)cc1	-3
COc1cccc(-c2nn(CN3CCOCC3)c(=S)n2C)c1	-2
C=Cn1cc(CN(C)Cc2nc3ccccc3n2C)cn1	4
Cn1cccc1CC(=O)NNC(=S)NC1CCCCC1	-7
C=CCNC(=O)CCSc1nc(-c2ccco2)cc(C(F)(F)F)n1	-6
CC(C(=O)n1cc(Cl)cn1)n1cc([N+](=O)[O-])cn1 (configuration not stated)	-9
CCCSCC(=O)N1CCCC1c1ccc(C(=O)NC2CC2)s1 (configuration not stated)	11
O=C(c1ccc(O)c(Cl)c1)N1CCN(c2cnccn2)CC1	-3
CN(Cc1ccc2nccnc2c1)Cc1cc2n(n1)CCCNC2	-11
COc1ccc(C(Nc2cccc(F)c2C#N)c2nccn2C)cc1 (configuration not stated)	-13
O=C1CCC(NS(=O)(=O)c2ccccc2-c2ccccc2)CN1 (configuration not stated)	-2
CCOC(=O)C(C#N)C1(c2ccsc2)CCCCC1 (configuration not stated)	13
COc1ccc(NC2CCCN(C(=O)CSC)C2)cc1OC (configuration not stated)	-9
O=S(=O)(Cc1noc(-c2ccccc2)n1)c1cccc(Cl)c1	-6
NC1CC(=O)N(C2CCCCCC2)C1 (configuration not stated)	-16
Cc1cn2c3c(=O)n(Cc4cccc(Cl)c4)c(=O)n(C)c3nc2n1CCO	-12
COc1cc(C(=O)NC2CCCCC2C(C)(C)C)ccc1OCC(N)=O (configuration not stated)	6
CC(C)c1cc(=O)[nH]c(-n2nc(-c3cccs3)cc2NC(=O)c2ccc(Br)o2)n1	2
CC(C)c1nccc(C(=O)NCc2nncn2C2CCCCC2)n1	-21
CC(=O)c1cccc(OCc2cc(C(=O)N3CCCCCCC3)n[nH]2)c1	-10
COc1cc(CNc2ccc3ncc(-c4cnn(Cc5ccccc5)c4)n3n2)cc(OC)c1OC	-7
COc1nccnc1-c1cccc(CN2CCOCC2)c1	-16
O=C(COC(=O)c1ccccn1)NC(=O)c1ccccc1	1
Cc1nc2ccc(C(=O)NCC(C)C)cc2nc1C	0

7 compounds drawn at random from those above:
Compound	mcGAS RapidFire
COc1nccnc1-c1cccc(CN2CCOCC2)c1	-16
CC(C)c1cc(=O)[nH]c(-n2nc(-c3cccs3)cc2NC(=O)c2ccc(Br)o2)n1	2
CC(C)c1nccc(C(=O)NCc2nncn2C2CCCCC2)n1	-21
COc1ccc(C(Nc2cccc(F)c2C#N)c2nccn2C)cc1 (configuration not stated)	-13
O=C(COC(=O)c1ccccn1)NC(=O)c1ccccc1	1
CCOC(=O)C(C#N)C1(c2ccsc2)CCCCC1 (configuration not stated)	13
O=S(=O)(Cc1noc(-c2ccccc2)n1)c1cccc(Cl)c1	-6

The list continues.
Compound	mcGAS RapidFire
Cc1cncc(C(=O)N2CCC(Cn3cc(-c4ccsc4)nn3)CC2)c1	-29
O=C(CSc1nnnn1Cc1cccs1)N1CCNC1=O	-6
C=CCn1c(SCC(=O)N(CC)CC(=O)NC2CCS(=O)(=O)C2)nc2ccccc2c1=O (configuration not stated)	-5
Cc1nnc2n1CCN(C(=O)c1cn(-c3ccccc3)nn1)CC2	-10
CC(C)N1CCC(C)(C(=O)Nc2nccc3cccnc23)C1 (configuration not stated)	-4
CCN(CC)C(CNC(=O)CN1CCSC1=O)c1cccc(OC)c1 (configuration not stated)	-24
O=S(=O)(c1cccc2nonc12)N1CCCc2ccccc21	-4
c1ccc(-c2nc(CSC3=NCCCN3)cs2)cc1	1
COc1ccc(C(=O)N2CCCC(C(=O)NCC(=O)NC(C)C)C2)c2ccccc12 (configuration not stated)	18
Cc1ccc(N2CCN(C(=O)c3ccccc3N3CCC(NC(=O)Cc4ccccc4)CC3)CC2)cc1C	-5
O=C(c1ccco1)N1CCN(C(C(=O)N2CCCCC2)c2ccccc2)CC1 (configuration not stated)	5
Cc1c(C(=O)N2CCC(C(N)=O)C2)cnn1C1CCS(=O)(=O)C1 (configuration not stated)	-1
OCC1(Cc2cccc(C(F)(F)F)c2)CCN(Cc2ccnc3ccccc23)CC1	-11
CN1CCC(CNc2ccccc2S(=O)(=O)C(F)(F)F)C1 (configuration not stated)	-4
OCC[n+]1cccc2ccccc21	1
O=C(O)C1CC(=O)N(CCn2ccnc2)C1 (configuration not stated)	-11
O=C(NC(c1ccc(Cl)cc1)c1ccsc1)C1CCCO1 (configuration not stated)	-12
Cc1ccc(NCc2cccnc2)cc1N1CCOC1=O	-6
COc1ccc(C2=NNC3=Nc4ccccc4OC3C2)cc1 (configuration not stated)	-3
Cc1cc(O)c(CNC2(c3ccc(F)cc3)CCOCC2)cc1C	-7
CC1CCCC(N2CCC(N3CCN(CCO)CC3)CC2)C1 (configuration not stated)	-29
CC(C)(C)c1csc(NC(=O)C23CC4CC(CC(C4)C2)C3)n1	-8&-2
CN1CCCn2nc(C(=O)NCCOc3cccc4cccnc34)cc2C1	-8
O=C1CC(Nc2ccc3c(c2)OCCCO3)C(=O)N1CCc1ccccc1F (configuration not stated)	-5
Cc1ccc(/C=C/c2nc(-c3ccccc3O)n[nH]2)o1	3
CCC(C)c1ccccc1OCC(=O)Nc1ccc(S(=O)(=O)N(C)Cc2ccccc2)cc1 (configuration not stated)	-7
Cn1cc(S(=O)(=O)NCC(C)(C)c2ccc3c(c2)OCO3)cc1C(N)=O	6
COC(=O)c1occc1C1Nc2ccccc2C(=O)N1c1cccc(C)c1 (configuration not stated)	-5
CCOC(=O)c1nn(-c2ccccc2Cl)c(=O)cc1OCC(=O)NCc1ccc2c(c1)OCO2	-5
O=C(NCc1nnc(SCC(=O)N2CCc3ccccc32)n1-c1ccc(Cl)c(Cl)c1)c1c(F)cccc1Cl	2
COc1cccc(C(=O)Nn2cnc3c(cnn3C(C)(C)C)c2=O)c1	0
CC1(C)ON=C(c2ccc3c(c2)OCO3)N(Cc2cccc(F)c2)C1=O	-8
CC(=O)Nc1ccc(Sc2cc(=O)n3cc(C)ccc3n2)cc1	-3
COc1ccccc1N(C)CC(=O)Nc1nc(C)c(C)s1	-19
O=C1Sc2ccc(Br)c3cccc1c23	-6
Cc1cc(N)n(-c2cc(NCc3ccc(C)c(F)c3)ncn2)n1	-2
Cc1ccc(C2=NN3C(=N)/C(=C/c4ccc(F)cc4)C(=O)N=C3S2)cc1	-4
NCC1CN(c2ccc(F)cc2)C(=O)O1 (configuration not stated)	-5
CCOC(=O)C(C)(C#N)Cc1ccncc1 (configuration not stated)	3
Cc1ccc(C(=O)NNC(=O)[C@@H]2CCCC[C@@H]2C(=O)O)cc1Br	-6
COc1cccc(Cn2c(=O)c(C(=O)O)nn(-c3cc(C)cc(C)c3)c2=O)c1	-3
Cc1cccc(N(CCC#N)C(=O)Cc2cccs2)c1	-2
CS(=O)(=O)N1CCOC(CNC(=O)c2cc3ccccc3s2)C1 (configuration not stated)	-13
CNS(=O)(=O)c1ccc(CN2CCC(CN)C2)cc1 (configuration not stated)	-18
CN1c2ccccc2C(=O)NC1c1cc2ccccc2nc1N1CCOCC1 (configuration not stated)	0
Cc1cccc(C)c1NC(=O)CN1CCN(C(=O)C2CSC3(C)CSCC(=O)N23)CC1 (configuration not stated)	0
CS(=O)(=O)CC(=O)N1CCC(c2cc(Cc3ccccc3)[nH]n2)CC1	-6
CC1CN(C)CCC1N(C)C(=O)C1CCCN(C(=O)N(C)C)C1 (configuration not stated)	-5
O=C(NCCNc1ncccn1)N(CC1CC1)C1CCCCC1	-7
Cc1c(C(=O)NCc2ccccc2C(F)(F)F)sc(=O)n1Cc1ccc2ccccc2c1	-4
CN(C)c1ccc(NC(=O)CSc2nnc3ccccn23)cc1	-2
CCN(CC)c1cc(C)nc(Nc2ccc(NC(=O)c3cccc4ccccc34)cc2)n1	-13
O=C(c1ccc([N+](=O)[O-])o1)N1CCCCCC1	-4
Cc1ccc(CN=C(CC#N)c2ccc(F)cc2)cc1	7
CN(Cc1ccc(C(F)(F)F)cc1)Cc1cc2c(cc1O)OCO2	-5
Cn1ncc2c(NCc3n[nH]c4c3CCCCC4)nc(-c3cccnc3)nc21	5
CCn1c2c(=O)[nH]c(=O)n(C)c2n2c(-c3ccccc3Cl)nnc12	-6
O=C(CC1CCCCC1)NCCNC(=O)C1Cc2ccccc21 (configuration not stated)	3
CSC1CCC(N(C)C(=O)C2CCN(C(=O)CCc3ccccc3)CC2)C1 (configuration not stated)	4
Cc1cc(Cl)cc2sc(NCCN3CCOCC3)nc12	25

Next part:
Compound	mcGAS RapidFire
CCC(Oc1ccccc1F)C(=O)Nc1cccnn1 (configuration not stated)	-6
O=C(OCCC1CCN(C(=O)c2ccccc2)c2ccccc21)c1ccccc1 (configuration not stated)	-16
CC(C)c1ccc(O)c(C(=O)N2CCN(c3ccc(C#N)cn3)CC2)c1	-11
CCS(=O)(=O)c1ccc2c(c1)N(Cc1ccc(C)cc1)C(=O)C(C)O2 (configuration not stated)	-11
CCOc1ccc(-c2cnc(-c3cccnc3OC)[nH]2)cc1	-5
O=C1CSC(=NN=Cc2cc(Br)ccc2O)N1	-14
Cc1nc(CC(=O)NCCc2cccc(F)c2)cs1	-2
CCc1ncc(C(=O)N2CCCC(COc3ccccc3C)C2)cn1 (configuration not stated)	-11
COc1ccc(CN(Cc2nccn2C)C(C)C)cc1Cl	-37
Cc1nnc2ccc(NCC3(N4CCCCC4)CCOCC3)nn12	-7
CCC(C)N(CN1C(=S)SC2=NC(=O)CCCN21)C(C)CC (configuration not stated)	-4
COc1ccc(CN(C)C(C)C(=O)Nc2nccs2)c2cccnc12 (configuration not stated)	9
Cc1ccc(Nc2nc(N3CCCC3)nc3nccnc23)c(C)c1	24
O=C1NCCN2CCN(C(=O)c3ccc4c5c([nH]c4c3)CCCC5)CC12 (configuration not stated)	-7
CCCCn1c(-c2ccccc2)nn(S(=O)(=O)c2ccc(Br)cc2)c1=O	-3
CCOC(=O)n1ccn(C)c1=S	-12&11
c1ccc(NCCNc2nc(-c3ccccc3)nc3c2CCNC3)cc1	-7
Cc1ccc(Nc2ncnc3c2nnn3C)cc1Cl	-10
CC1CCC(=O)N1CC(=O)N1CCC(c2ccccc2)(c2ccccc2)CC1 (configuration not stated)	1
CC(NC(=O)OC(C)(C)C)C1CCCN(C(=O)c2ccc(Cl)s2)C1 (configuration not stated)	-3
c1ccc2[nH]c(C3CCCCC3)nc2c1	-14
CSc1nnc(COc2ccccc2Cl)n1C1CC1	2
C=CCOc1cccc(C(=O)N2CCC(CC3CCCCO3)(C(=O)OCC)CC2)c1 (configuration not stated)	-3
Cc1c(C(=O)N(C)Cc2ccccc2)c(C(F)(F)F)nn1C1CCCN(C)C1 (configuration not stated)	-10
CC1CCc2c(sc3nc(CN4CCOCC4)nc(N4CCc5c(sc(N)c5C#N)C4)c23)C1 (configuration not stated)	-4
CC(C)CCNC(=O)C1(C)CCN1Cc1ccc2ccccc2c1 (configuration not stated)	-7
CCOC(=O)CNC(=O)Nc1cc(C(C)(C)C)nn1-c1ccccc1	-9
CC(C)COC(=O)CCCCCN1C(=O)C2C3c4ccccc4C(c4ccccc43)C2C1=O (configuration not stated)	-9
O=C(C[P+](c1ccccc1)(c1ccccc1)c1ccccc1)C12CC3CC(CC(C3)C1)C2	-15
Cc1c(C(=O)OCc2nnsc2Cl)sc2ncn(C)c(=O)c12	8
O=C(O)CCN(CCc1ccccc1)c1nc(-c2ccco2)nc2ccccc12	-1
